# Compound activity: PubChem, National Center for Advancing Translational Sciences (NCATS)
# HP1b chromo inh: HP1-beta chromodomain-methylated histone interaction inhibition. AlphaScreen HP1-beta / biotin-H3K9me3 peptide binding. Potency, µM (highest dose often 114 µM), for inactives: at the highest dose activity change, negative = inhibition, actives largely listed as inhibitors. hit rate 0.56% among 390,000. AID 540317; also: nearly all actives have a fitted effect of over 70% in size; inactives centre near 23
# Target sequence (P83916 whole entry, looked up): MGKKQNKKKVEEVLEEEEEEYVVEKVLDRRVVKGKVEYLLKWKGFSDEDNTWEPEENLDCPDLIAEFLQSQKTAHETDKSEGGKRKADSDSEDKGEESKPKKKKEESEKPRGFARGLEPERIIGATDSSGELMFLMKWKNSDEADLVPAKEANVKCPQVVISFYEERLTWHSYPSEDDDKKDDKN
#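 HP1-beta protein (50 nM final) preincubated 30 min at room temperature with biotinylated H3(1-18)K9me3 peptide (50 nM) in PBS pH 7.4, 0.01% Tween-20, then compound added for 30 min. AlphaScreen streptavidin donor/nickel chelate acceptor beads (10 ug/mL final), 30 min dark, luminescence read.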
# ERG Ets-DNA blk: inhibitors of human ERG Ets domain-DNA interaction; Potency, µM (titrated, usually from 76.9 µM), for the others: at the highest dose FP activity, negative = inhibition, usual class: inhibitors; hit rate 0.028% among 370,000; fluorescence polarization, His-ERG Ets domain / labelled DNA; P11308; AID 624246; active = well fitted inhibition curve with a large enough effect in the polarisation, with a control signal flat; inconclusive = small, poorly fitted or top-dose-only effect, or effect the other way, or a change in a side signal; inactive = no such curve, though single readings can be large or run the other way; the % refers to the polarisation;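 also: polarization taken with two DNA probes labelled with fluorescein and Texas red; % of control where 0% means no effect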
#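 His-tagged ERG Ets domain (1 uM in the protein solution; 300mM KCl, 50mM Tris-HCl, 1mM EDTA, 1mM DTT, pH 7.5) received compound, then a probe mix of 5 nM fluorescein-DNA and 100nM Texas-615-DNA. Fluorescence polarization was read for both dyes.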
# JMJD2A Tudor: JMJD2A Tudor domain (human) inhibition. hit rate 4.4% among 390,000. Potency, µM (top dose mostly 114 µM), without a hit: top-dose activity change, negative = inhibition, actives largely listed as inhibitors. O75164. AlphaScreen JMJD2A-Tudor / H3K4me3 peptide binding. AID 504339; also: % is scaled to controls: 0 for no effect and ±100 for the full control effect; nearly all actives have a fitted effect of over 50% in size
# RGS4 inhibitor: blocks human RGS4-accelerated GTP hydrolysis; Transcreener GDP fluorescence polarization, RGS4-accelerated GTP hydrolysis; Potency, µM (titrated, usually from 114 µM), for the others: at the highest dose activity change, negative = inhibition, usual class: inhibitors; hit rate 0.039% among 390,000; also: % is scaled to controls: 0 for no effect and ±100 for the full control effect; nearly all actives have a fitted effect of over 75% in size; some results filed as inactive show a strong effect at the top dose
# Target sequence (P49798 whole entry, looked up): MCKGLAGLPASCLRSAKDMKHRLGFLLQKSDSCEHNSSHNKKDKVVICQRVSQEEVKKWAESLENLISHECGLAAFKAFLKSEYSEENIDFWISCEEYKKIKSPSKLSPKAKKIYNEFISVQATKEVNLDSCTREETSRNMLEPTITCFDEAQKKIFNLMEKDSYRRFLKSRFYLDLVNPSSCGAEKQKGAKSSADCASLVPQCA
#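 MLSMR compounds (23 nl, pin-transferred) preincubated 10 min at room temperature with a 500nM (2x) first reagent, then RGS4 at 900nM (2x) plus Transcreener GDP mix added; fluorescence polarization (620/688 nm) read before and after 90 min at 30 °C.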
# Tb PGK inh: inhibitors of T. brucei phosphoglycerate kinase; P07378; PGK/GAPDH coupled, Kinase-Glo luminescence, 60 min; Potency, µM (doses to about 57.5 µM), without a hit: at the highest dose activity change, negative = inhibition, most hits filed as inhibitors; hit rate 0.043% among 380,000; AID 602233; also: % is scaled to controls: 0 for no effect and ±100 for the full control effect; nearly all actives have a fitted effect of over 60% in size
# Target sequence (P07378 whole entry, looked up): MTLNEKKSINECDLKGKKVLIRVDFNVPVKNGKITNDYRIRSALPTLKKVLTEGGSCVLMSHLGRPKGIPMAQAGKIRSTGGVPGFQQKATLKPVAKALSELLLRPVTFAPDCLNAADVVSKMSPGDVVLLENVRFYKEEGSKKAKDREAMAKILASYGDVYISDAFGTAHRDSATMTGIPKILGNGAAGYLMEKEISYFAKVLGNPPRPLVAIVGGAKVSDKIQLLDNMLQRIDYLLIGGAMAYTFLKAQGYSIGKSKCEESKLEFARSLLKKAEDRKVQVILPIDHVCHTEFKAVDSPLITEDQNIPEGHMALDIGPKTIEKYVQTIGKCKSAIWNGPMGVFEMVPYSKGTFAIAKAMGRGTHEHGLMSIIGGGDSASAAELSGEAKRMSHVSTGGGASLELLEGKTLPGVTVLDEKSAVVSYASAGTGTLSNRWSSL
#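 Recombinant glycosomal PGK reaction used 1,3-bisphosphoglycerate generated in-well by GAPDH (100nM final) in 100mM TEA pH 7.6, 5mM MgCl2, 0.01% Tween-20. After 60 minutes at room temperature, ATP was read by Kinase-Glo Plus luminescence end-point.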
# Pin1 inhibitor: inhibitors of human Pin1. Q13526. Pin1 FP peptide displacement, HiFluor488, 10 min. Potency, µM (titrated, usually from 115 µM), inactives show at the top dose activity, negative = inhibition, actives largely listed as inhibitors. hit rate 0.009% among 390,000; active = well fitted inhibition curve with a large enough effect in the polarisation, with a control signal flat, not every such curve was filed as active; inconclusive = small, poorly fitted or top-dose-only effect, or effect the other way, or a change in a side signal; inactive = no such curve, though single readings can be large or run the other way; the % refers to the polarisation; also: % is scaled to controls: 0 for no effect and ±100 for the full control effect
# Target sequence (Q13526 whole entry, looked up): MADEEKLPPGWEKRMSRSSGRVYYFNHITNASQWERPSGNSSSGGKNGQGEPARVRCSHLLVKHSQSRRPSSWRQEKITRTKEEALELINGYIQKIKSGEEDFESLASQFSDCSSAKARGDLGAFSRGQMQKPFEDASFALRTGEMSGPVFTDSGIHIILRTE
# GLS inhibitor: blocks human kidney-isoform glutaminase activity; O94925; Potency, µM (top dose mostly 45.5 µM), for inactives: at the top dose activity change, negative = inhibition, most hits filed as inhibitors; GLS enzymatic activity, qHTS titration; hit rate 0.21% among 410,000; also: % is scaled to controls: 0 for no effect and ±100 for the full control effect
#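 Read-out is an Amplex red fluorescence increase coupled through glutamate oxidase and HRP, measured before and after 30 min room-temperature incubation. hKGA is in 45 mM KH2PO4 (pH 8.2) with 0.02% Tween-20; glutamine added as 1mM solution.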
# TrxR1 inh: rat TrxR1 inhibition; hit rate 1% among 390,000; Potency, µM (doses to about 114 µM), without a hit: at the top dose activity change, negative = inhibition, hits mostly inhibitors; recombinant rTrxR1, NADPH fluorescence consumption, selenite substrate; O89049; also: % is scaled to controls: 0 for no effect and ±100 for the full control effect; nearly all actives have a fitted effect of over 65% in size
#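 Rat TrxR1 (90 nM in the dispensed reagent) was pre-reduced with 400 uM NADPH for 5 min at room temperature, then incubated with compound for 15 min. After 400 uM selenite was added, NADPH fluorescence (Ex 340/Em 450 nm) was followed for 8 min.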
# ALOX12 inh: inhibitors of human 12S-lipoxygenase ALOX12. Potency, µM (highest dose often 108 µM), inactives show at the highest dose activity change, negative = inhibition, actives largely listed as inhibitors. purified 12hLO, xylenol orange hydroperoxide absorbance. hit rate 1.1% among 580,000. P18054; also: % is scaled to controls: 0 for no effect and ±100 for the full control effect
#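 Purified human 12hLO (150 nM final) in 25 mM Hepes, 0.01% Triton X-100, pH 7.0 was preincubated 15 min at room temperature with compound. Then 40 uM arachidonic acid was added, 30 min. Hydroperoxide was read by Fe-XO absorbance ratio 573/405 nm.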
# Numbers without * were called inactive; i = inactive; ? = inconclusive; · = no result given; & = joins results of further samples; [ ] = dose if it differs, or a comment. Unless noted, calls follow the shape of the dose curve; as a rule, active = well fitted curve in the direction sought with a large enough effect; inconclusive = small, poorly fitted or top-dose-only effect, or another doubt; inactive = no such curve, though single readings can be large; an effect the other way counts as inactive or inconclusive. Potency is read from the fitted curve at half-maximal effect. Only part of the results is shown; count on the stated rates, not on these rows.
molecule	HP1b chromo inh	ERG Ets-DNA blk	JMJD2A Tudor	RGS4 inhibitor	Tb PGK inh	Pin1 inhibitor	GLS inhibitor	TrxR1 inh	ALOX12 inh
CCCC(=O)C1=C(O)C(c2cccc(Oc3ccccc3)c2)CCC1=O (stereo not given)	28%	-9%	-1%	1%	3%	-1%	2%	-9%	-8%
O=C(NCc1ccccn1)/C(=N/O)c1ccccc1	-5%	-4%	-36%[11.4 µM]	-38%[11.4 µM]	-9%	-4%	-27%	14%[57.1 µM]	1%
O=C(CN(Cc1ccccc1Cl)C(=O)c1csnn1)NCCc1ccccc1	3%	3%	-9%	20%	i	-3%	2%	30%[57.1 µM]	-6%
COc1ccc(N2CC(C(=O)N3CCN(S(=O)(=O)c4ccc(F)c(F)c4)CC3)CC2=O)c(OC)c1 (stereo not given)	30%	10%[15.4 µM]	-14%	-6%	-1%	4%	4%	16%	200%[activator]
Cc1ccc(NC(=O)CN2CCN(C3CCCCC3)C(=O)C2=O)cc1	17%	0%	-16%	7%	i	2%	-13%	-4%[57.1 µM]	-2%
Cc1nccn1CCc1nc(N)nc(N)n1	13%	-12%	-7%	14%	-1%	-1%	3%	-2%[11.4 µM]	-14%
Cc1nn(C)c(C)c1CCC(=O)N1CCCC(N2CCN(c3ccc(F)cc3)CC2)C1 (stereo not given)	39%[activator]	-6%	5%	2%	-7%	5%	2%	22%	0%
COc1ccc(S(N)(=O)=O)cc1C(=O)OCCCOc1ccc(F)cc1	18%	11%	2%	-3%	-2%	-4%	-11%	8%[57.1 µM]	?
O=C(CC(=O)N/N=C/c1ccc(F)cc1)N/N=C/c1ccc(F)cc1	16%	14%	-22%	27%	-2%	49%[activator]	-2%	21%	0%
CC(C)c1cc(N=NC(N)=O)cc(C(C)C)c1O	40%	-4%	-19%	?	·	-4%	17%	?	-18%
C/C(=N/NC(=O)CNC(=O)c1cccc(F)c1)c1ccc2c(c1)CCCC2	31%[activator]	-9%	-11%	1%	i	1%	2%	20%[57.1 µM]	12%
O=C(COC(=O)CCNS(=O)(=O)c1ccccc1F)Nc1nnc(-c2ccccc2)o1	29%	4%	-21%	?	-2%	3%	13%	18%	15%
CN1CCc2c(sc(NC(=O)c3ccco3)c2C(N)=O)C1	15%	-2%	-6%	-27%	4%	15%	31%[activator]	?	?
CCOC(=O)c1ccc(Nc2ccc([N+](=O)[O-])cn2)cc1	11%	·	-10%	-1%	-7%	-4%	7%	-15%	-6%
Nc1nonc1-c1nc2ccccc2n1Cc1ccccc1	59%[activator]	-4%	2%	3%	18%	-1%	4%	-2%	260%[activator][57.4 µM]
COc1cc(OC)cc(C(=O)NCc2ccc3c(c2)cc(C)n3C)c1	-23%	-28%	?	-2%	-4%	1%	0%	6%	-9%
COc1ccc(S(=O)(=O)Nc2cccc(NC(C)=O)c2)cc1	20%	7%	-4%	-7%	i	-7%	-3%	19%	-2%
CCCc1cc(=O)oc2c(C)c(O)c(CN3CCCCC3)cc12	20%	0%	-16%	9%	i	-6%	32%	180%[activator][57.1 µM]	-2%
CC1(C)Cc2c(sc(NC(=O)Cc3ccccc3)c2C#N)CO1	-6%	-5%	-2%	-41%	i	7%	-5%	14%[57.1 µM]	0%
CCc1cccc(NC(=S)N(CCOC)C2CCN(C(C)=O)CC2)c1	11%	0%	1%	8%	0%	?	0%	4%[57.1 µM]	-9%
CC(=O)Nc1cc(C(=O)NCCN2CCN(Cc3ccccc3)CC2)ccc1Sc1ccc(C)cc1	-2%	8%	-22%	-4%	-6%	-5%	1%	11%[57.1 µM]	-30%
CCc1ccc(NC(=O)C(=O)NCC(c2ccc3c(c2)OCO3)N2CCN(C)CC2)cc1 (stereo not given)	12%[57 µM]	-2%	-24%	21%	3%	?	1%	13%[57.1 µM]	-19%&-28%
Brc1cccc(CNc2nc3ccccc3n2CCN2CCOCC2)c1	-11%	-7%	-16%	?	-6%	6%	-3%	13%[57.1 µM]	-6%
CN1CCN(NC(=O)/C=C/c2ccc(C(C)(C)C)cc2)CC1	38%	-5%	-5%	5%	-7%	-6%	17%	20%	-4%
COc1ccccc1NC(=O)c1oc2ccccc2c1NC(=O)c1ccco1	41%[activator]	-1%	-3%	-10%	-4%	-2%	0%	-12%	-7%
Cc1ccc(NC(=O)CNC(=O)CC23CC4CC(CC(C4)C2)C3)c(O)c1	24%	2%	-7%	-11%	3%	-2%	?	16%	9%
O=C(NNC(=O)C1CCN(C(=O)Nc2ccccc2)CC1)c1ccc([N+](=O)[O-])cc1	44%[activator]	19%	-6%	-4%	5%	2%	5%	11%	159%[activator]
CCOc1ccc(N2C(=O)/C(=C\c3ccccc3OC)S(=O)(=O)C2c2cccc([N+](=O)[O-])c2)cc1 (stereo not given)	17%	8%	-34%	11%	0%	3%	-1%	11%	0%
CC1CC(C)CN(c2ccc(S(=O)(=O)N3CCOCC3)cc2)C1 (stereo not given)	6%	11%	-15%	12%	-5%	-1%	9%	-16%	116%[activator]
COC(=O)c1cc2ccccn2c2c(C(=O)OC)c(C(=O)OC)cc1-2	2%	-11%	-20%	0%	-11%	1%	0%	0%	?
CC(C)N(Cc1ccccc1)S(=O)(=O)c1cccs1	76%[activator]	17%	41%[activator]	-11%	-8%	8%	1%	-2%[57.1 µM]	?
COc1ccc(C)cc1N(C(=O)c1ccccc1F)c1nc2ccccc2s1	37%	-2%	-8%	-14%	4%	28%	-9%	5%[57.1 µM]	-12%
CCc1ccccc1NC(=O)c1sc2nc(C)cc(COC)c2c1N	180%[activator]	0%	36%	-19%	-8%	-1%	11%	-11%[57.1 µM]	-9%
Cc1ccc(S(=O)(=O)NCCC(=O)Nc2ccc(C)c(Cl)c2)cc1C	31%	1%	-19%[57.1 µM]	-8%	i	-3%	1%	4%	-20%
CN(C)CCCNC(=O)CC(c1ccc(F)cc1)c1ccco1 (stereo not given)	2%	-3%	-19%	?	-3%	-4%	4%	9%[57.1 µM]	1%
COc1ccc(NC(=O)C2CCCN2S(=O)(=O)c2ccc3c(c2)CCC(=O)N3)cc1Cl (stereo not given)	33%	8%	-23%	13%	-4%	-1%	-4%	14%[57.1 µM]	499%[activator]
COc1ccc(C(=O)CSc2nnn(-c3cccc(NC(C)=O)c3)n2)cc1	13%	4%	-2%	6%	-3%	-4%	-14%	8%[57.1 µM]	222%[activator]
CCCCN(C(=O)c1ccc(S(=O)(=O)N2CCC(C)CC2)cc1)C1CCS(=O)(=O)C1 (stereo not given)	34%	-1%	-13%	-12%	5%	-8%	-7%	?	19%
CCOc1ccc(OCC(=O)OCn2c(SC)nnc(C)c2=O)cc1	40%[activator]	-4%	8%[57.1 µM]	26%	i	0%	23%	-2%	-21%
CC(=O)NCN1CCN(CNC(C)=O)CC1	33%	-7%	-13%	-1%	-7%	7%	-7%	12%	14%
Cc1ccc(C(=O)Nc2cccc(NC(=O)c3cccnc3)c2)cc1	3%	-6%	0%	-5%	i	1%	-13%	4%[57.1 µM]	?
Cc1ccc(-n2nc3c(=O)n(CC(=O)NC(C)C)nc(C)c3c2C)cc1	45%[activator]	0%	8%	26%	-9%	0%	2%	9%	-21%
Cc1ccc(C(=O)OCC(=O)N(CC(C)C)c2c(N)n(Cc3ccccc3)c(=O)[nH]c2=O)o1	39%	-4%	3%	-9%	-3%	0%	-1%	7%	?
Cc1cc(C)c2c(-n3cccc3)c(NC(=O)OCc3ccccc3)sc2n1	-2%	7%	-32%	0%	i	12%	3%	19%[57.1 µM]	0%
Cc1cc(N2C(=O)C(O)=C(C(=O)c3ccco3)C2c2ccc(Cl)cc2)no1 (stereo not given)	28%	4%	4%	-1%	-1%	-2%	20%	18%	?
Cc1ccc(Nc2nc3ccccc3c(=O)s2)cc1C	33%	-4%	-16%	-2%	0%	8%	12%	-12%	-14%
Cn1c(NC(=O)c2ccc(F)cc2)c(-c2cccs2)c(=O)c2ccccc21	8%	0%	-9%	22%	1%	-8%	1%	6%[57.1 µM]	-2%
Cc1nnc2n(c1=O)N=C(c1ccc(Cl)cc1)CS2	10%	0%	-10%	-37%	7%	1%	17%	3%	?
CN(C)c1ccc(/C=C(\NC(=O)c2ccccc2)C(=O)NCCN2CCOCC2)cc1	3%	-3%	-15%	-21%	-3%	35%[activator]	9%	?	-27%
CN(CC(=O)Nc1ccc(Cl)cc1)C(=O)CNC(=O)c1cccs1	38%[activator]	0%	-11%	23%	4%	4%	-1%	12%	-1%
Cc1cc(NC(=O)c2ccc(-c3ccccc3[N+](=O)[O-])o2)no1	15%	5%	-18%	-30%	-4%	-2%	0%	0%	5%
Nc1cnn(Cc2ccc(F)cc2)c1	29%	-2%	-21%	-16%	-7%	4%	-5%	7%	?
Cn1c(=O)c2[nH]c(Cc3ccsc3)nc2n(C)c1=O	26%	2%	?	-18%	0%	1%	-10%	-11%	-15%
